Hsp70 displacement: small molecules displacing fluorescent ligand from Hsp70 – biochemical, fluorescence polarization, primary screen (AID 583); Hsp70 fluorescence polarization probe displacement, mP; higher % means a stronger effect; 0.06% of 140,000 active; displacement, % at 20 µM; hits with a dose series show IC50 in µM; in the data active means displacement above about 50%;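 further: plate controls were vehicle for no effect and reference ligand for full effect; a part of the inactive calls stands beside numbers as strong as those of hits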
Rat MKP-3 inhibitors: inhibition of rat DUSP6 enzyme activity – biochemical, in vitro, primary screen (AID 425). recombinant MKP-3 phosphatase activity, fluorescence; higher % means a stronger effect. one-dose inhibition, % at 20 µM; IC50 in µM for titrated hits. 0.17% of 110,000 active; in the data active means inhibition above about 50%;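 further: plate controls were vehicle for no effect and reference inhibitor for full effect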
Starred values were filed as active, the others as inactive; / = no result given; & = joins results of further samples. Only part of the results is shown. The share of hits here may be higher or lower than overall.

Values run as follows: Rat MKP-3 inhibitors, Hsp70 displacement
#1 COC(=O)C1=C(C)NC2=C(C(=O)CC(C)(C)C2)C1c1cccs1 (stereo not given)
 : 0%, 3.8%
#2 COc1ccc(O)c(/C=C2\SC(=S)N(C)C2=O)c1
 : 3%, -34%
#3 c1ccc(CSCCc2ccncc2)cc1
 : /, 6.5%
#4 CCOc1ccc(NC(=O)CN2C(=O)C3CCCN3C2=O)cc1 (stereo not given)
 : 5%, 4.3%
#5 CCc1cc2c(cc1C(C)O)OCCO2 (stereo not given)
 : 4%, -2.8%
#6 CCOc1ccc(/C=C2/SC(=S)N(C)C2=O)cc1
 : 2%, -2.0%
#7 COc1ccc(/C=C2\C(=O)N(Cc3ccccc3)N=C2C)cc1
 : 0%, 5.9%
#8 O=C1c2ccc(-c3nc4ccccc4c(=O)o3)cc2C(=O)N1c1ccc(-c2ccc([N+](=O)[O-])cc2)cc1
 : 1%, 0.0%
#9 N#CCCC1(CCC#N)c2ccccc2-c2ncccc21
 : -1%, -0.9%
#10 CCOc1c(C(=O)CC)cc2c(C)cc(=O)oc2c1C
 : /, -1.2%
#11 O=C(Nc1c(F)cc(F)cc1Br)c1cc2n(n1)C(C(F)(F)F)CC(c1cccs1)N2 (stereo not given)
 : -1%, -1.5%
#12 Cc1cc(Cl)ccc1OCC(=O)N1CCCCC1
 : -2%, 3.1%
#13 COc1ccccc1C1SCC(=O)N1c1ccc(Cl)c(Cl)c1 (stereo not given)
 : 4%, -0.1%
#14 COc1cc(/C=C2/SC(=S)N(c3ccccc3)C2=O)cc(OC)c1O
 : 2%, -3.2%
#15 CC(C)(C)OC(=O)N1CCC(C(=O)O)CC1
 : -3%, /
#16 CCCCn1nc(CC(=O)NCCN(CC)CC)c2ccccc2c1=O
 : 1%, 2.8%
#17 C=CCC1CC=CC(CC=C)(C(O)(CC=C)CC=C)N1 (stereo not given)
 : 1%, 0.6%
#18 O=C(CC1N=C2c3ccccc3N=C(SCc3ccc(F)cc3)N2C1=O)NCc1ccco1 (stereo not given)
 : 3%, -2.2%
#19 COc1cccc(C(=O)Nc2ccc(-c3nc4cc(C)c(C)cc4o3)c(O)c2)c1
 : 9%, 0.5%
#20 COc1ccc(N2CCN(C(c3cccc(OC)c3OC)c3nnnn3C3CCCC3)CC2)cc1 (stereo not given)
 : -1%, 3.8%
#21 COc1ccc(/C=N/Nc2nc(C(F)(F)F)c(-c3ccc(F)cc3)s2)cc1OC
 : 0%, 2.4%
#22 CC1CN(S(=O)(=O)c2ccc3c(c2)C(=O)c2cc(S(=O)(=O)N4CC(C)OC(C)C4)ccc2-3)CC(C)O1 (stereo not given)
 : 6%, 0.7%
#23 COc1ccccc1C1CC(c2ccc(Cl)cc2Cl)Nc2nc(N)nn21 (stereo not given)
 : -4%, 6.0%
#24 CCN(CC)C(=O)c1sc(NC(=O)c2cc(OC)cc(OC)c2)c(C(=O)OC)c1C
 : 3%, 2.0%
#25 CC1CN(c2ccc([N+](=O)[O-])cc2Cl)CCN1S(=O)(=O)c1ccccc1 (stereo not given)
 : 2%, 4.0%
#26 CCCC(=O)Nc1ccc2c(c1)Cc1ccccc1-2
 : 4%, -0.1%
#27 Cn1nnnc1-c1cc(Br)ccc1NC(=O)c1ccccc1
 : 2%, /
#28 Cc1ccc(N2C(=O)C3CCCCC3C2=O)cc1Cl (stereo not given)
 : -1%, 4.2%
#29 Cc1ccc(-n2nc3c(c2NC(=O)c2ccc(OC(C)C)cc2)CS(=O)C3)cc1 (stereo not given)
 : -9%, -3.0%
#30 CCCNCc1cc(OCC)c(OCC(N)=O)cc1Br
 : 19%, -0.9%
#31 Cn1c(=O)c2[nH]c(CN(Cc3ccccc3)Cc3ccccc3)nc2n(C)c1=O
 : -5%, 5.1%
#32 O=C(OCc1nnc(-c2ccc(Cl)cc2)o1)c1ccc(=O)n(Cc2ccccc2)n1
 : 0%, 0.4%
#33 COc1ccc([N+](=O)[O-])cc1NC(C)C
 : 1%, -3.5%
#34 O=C(NCc1ccco1)c1ccc(S(=O)(=O)c2cccc(S(=O)(=O)N3CCOCC3)c2)cc1
 : -20%, -5.0%
#35 C=CCn1c(SCC(=O)NCc2cccnc2)nc2sc3c(c2c1=O)CCCC3
 : 4%, 0.0%
#36 O=C(CCS(=O)(=O)c1ccc(Br)cc1)N1CCN(c2ccccc2Cl)CC1
 : /, 3.8%
#37 CCC1CCCCN1c1cc(C)nc2cc(-c3cccc(C)c3)nn12 (stereo not given)
 : /, 3.8%
#38 O=C(Nc1ccc(N2CCOCC2)cc1)c1cccc(Cl)c1Cl
 : -5%, 4.7%
#39 CCOC(=O)c1ccc(N2C(=O)c3ccc(C(=O)Nc4ccccc4C(=O)O)cc3C2=O)cc1
 : -2%, 4.0%
#40 Cc1cc(=O)oc2cc(OCc3ccc(Cl)c(Cl)c3)ccc12
 : 2%, -2.3%

Complete entries, quoted from the list:
`CCCC(=O)Nc1ccc2c(c1)Cc1ccccc1-2` reads Rat MKP-3 inhibitors = 4%; Hsp70 displacement = -0.1%
`CCOC(=O)c1ccc(N2C(=O)c3ccc(C(=O)Nc4ccccc4C(=O)O)cc3C2=O)cc1` reads Rat MKP-3 inhibitors = -2%; Hsp70 displacement = 4.0%

Next part:
Values run as follows: Rat MKP-3 inhibitors, Hsp70 displacement
#41 COc1ccc(NC(=O)N2CCCC2C(=O)Nc2ccc(C)cc2)cc1 (stereo not given)
 : -5%, 0.0%
#42 COc1ccc(C(=O)OC(C)CN2CCN(C)CC2)cc1OC (stereo not given)
 : -11%, 1.9%
#43 Cn1c(-c2ccc3ccccc3n2)nc2cnccc21
 : -9%, 0.0%
#44 CCOC(=O)N1CCN(S(=O)(=O)c2cc(Cl)ccc2Cl)CC1
 : 1%, 6.2%
#45 CCc1nnc(NC(=O)c2ccc(-c3ccccc3Cl)o2)s1
 : /, -0.6%
#46 O=C(CSc1ncn[nH]1)Nc1ccc2c(c1)OCCO2
 : /, 0.7%
#47 Cc1ccc(C2=NNC(c3ccc(F)cc3)S2)cc1 (stereo not given)
 : 3%, -0.7%
#48 CC(C)CC(NC(N)=O)C(=O)OCC(=O)NC(=O)NC1CCCC1 (stereo not given)
 : -8%, 1.9%
#49 O=C(CSc1nc2ccccc2s1)Nc1ccc(F)c([N+](=O)[O-])c1
 : 2%, 1.8%
#50 COC(=O)C(C(=O)OC)C(C)C(C(=O)OC)C(=O)OC
 : /, -1.2%
#51 CCc1nnc(NC(=O)CN2CCN(C(=O)c3ccccc3)CC2)s1
 : -4%, 5.2%
#52 COc1cccc(N2C(=O)c3ccc(C(=O)NN4C(=O)c5ccccc5C4=O)cc3C2=O)c1
 : 3%, -0.4%
#53 CN(C)CC(O)CN1C(=O)N(CN2C(=O)N(CC(O)CN(C)C)C(=O)C2(C)C)C(C)(C)C1=O (stereo not given)
 : 2%, 3.6%
#54 O=C(Cc1noc2ccccc12)Nc1ccc2ccccc2c1
 : /, -0.8%
#55 COc1ccc(CNC(=O)Nc2cccc3ccccc23)cc1
 : /, 5.0%
#56 O=C(NC1CCCC1)C1CCCN(S(=O)(=O)c2cnc[nH]2)C1 (stereo not given)
 : 6%, -5.2%
#57 CCOC(=O)C1CCN(Cc2cnc(NC(=O)OC)s2)CC1
 : 2%, 6.4%
#58 CCOC(=O)C1(P(=O)(c2ccccc2)c2ccccc2)CCOCC1
 : -1%, -0.8%
#59 Cc1ccc2cccc(NS(=O)(=O)c3ccccc3)c2n1
 : 2%, -2.4%
#60 CCOc1ccc2ccccc2c1/C=N/NC(=O)CN1CCOCC1
 : 0%, 2.4%
#61 CCCC(=O)Nc1cccc(C(=O)Nc2ccc(C(=O)O)cc2)c1
 : 2%, -6.2%
#62 CSCCC1C(=O)OC2(C)CC(C)(C)NC(=S)N12 (stereo not given)
 : /, 4.2%
#63 COc1ccc2nc(NS(=O)(=O)c3ccc(Cl)cc3)c(Nc3cccc(NC(C)=O)c3)nc2c1
 : 6%, -2.9%
#64 CCOC(=O)C1(CC)NC(c2ccco2)C2C(=O)N(c3ccc(C)cc3)C(=O)C21 (stereo not given)
 : -14%, -3.8%
#65 Cc1nc2ncnn2c(N2CCN(C(c3ccccc3)c3ccccc3)CC2)c1C
 : -4%, -1.0%
#66 CCN(CC)C(=O)c1sc(NC(=O)Cc2cccs2)c(C#N)c1C
 : -1%, 1.9%
#67 COc1ccc(-n2nnc3c(=O)n(Cc4cc(C)ccc4C)cnc32)cc1
 : -8%, 1.7%
#68 Cc1no[n+]([O-])c1COc1ccc(C=C2C(=O)NC(=S)NC2=O)cc1
 : 4%, 3.5%
#69 CC(=O)c1cccc(N(CC(=O)N2CCCCC2)S(C)(=O)=O)c1
 : /, -0.4%
#70 COc1cccc(OC)c1C(=O)NCC12CC3CC(C1)CC(CNC(=O)c1c(OC)cccc1OC)(C3)C2
 : 2%, -2.0%
#71 CC(Sc1nc(N2CCOCC2)c2c(c1C#N)CC(C)(C)OC2)C(=O)Nc1ccccc1 (stereo not given)
 : -14%, -0.8%
#72 Cc1ccc(NC(=O)C2C3CC/C=C\CC/C=C/CCC32)cc1C (stereo not given)
 : 7%, -4.7%
#73 CN(Cc1ccccc1)C(=O)c1ccc2c(c1)OCO2
 : -4%, -0.6%
#74 CCS(=O)(=O)CCSc1nc(C)cc(C)c1C#N
 : 3%, 0.3%
#75 CC1=C(C(=O)OC(C)C)C(c2c[nH]c3ccccc23)n2ncnc2N1 (stereo not given)
 : -6%, -1.7%
#76 CCOC(=O)c1cc(C#N)c(SCC(=O)c2cc(C#N)c(SC)nc2C)nc1C
 : -3%, -10%
#77 C#CCOC(=O)/C(=C/c1ccc(F)cc1)NC(C)=O
 : 4%, -1.4%
#78 O=C(CSc1nnc(-c2ccccn2)n1Cc1ccco1)Nc1ccc2c(c1)OCO2
 : /, -4.0%
#79 CC(=O)Nc1c(O)n(C)c2ccccc12
 : -13%, 3.5%
#80 CC(=O)N1CCN(C2=NC(=O)C(=C3CCCCC3)S2)CC1
 : /, 4.9%
#81 CCNC(=O)/C(C#N)=C/c1ccc(C(C)(C)C)cc1
 : 4%, -4.0%
#82 COc1cccc(NC(=O)CN(c2ccccc2)S(=O)(=O)c2ccccc2[N+](=O)[O-])c1
 : 0%, 9.3%
#83 O=C(C1CCN(S(=O)(=O)c2cccc3nsnc23)CC1)N1CCN(c2ccccc2F)CC1
 : -1%, -2.3%
#84 CCOC(=O)[C@H](CCc1ccccc1)N[C@@H](C)C(=O)N1CCC[C@H]1C(=O)O
 : -5%, 1.4%
#85 O=C(NCc1ccccc1Cl)C1CC(=O)N(c2cccc([N+](=O)[O-])c2)C1 (stereo not given)
 : 5%, -4.2%
#86 COc1ccc(-c2nnc(SCC(=O)NN)n2-c2ccccc2)cc1
 : 1%, 0.5%
#87 Cc1ccc(S(=O)(=O)N2CCN(Cc3cccc(C)c3O)CC2)cc1
 : 1%, 1.9%
#88 O=C(Nc1cccc(Oc2ccc3c(c2)C(=O)NC3=O)c1)c1ccco1
 : -7%, 1.9%
#89 Cc1ccc(-n2c(=O)c3c(n4c(=S)[nH]nc24)-c2ccccc2CC32CCCCC2)cc1
 : 2%, -7.8%
#90 Cc1ccc(NC(=O)C2CCCN(S(=O)(=O)c3ccc4c(c3)oc(=O)n4C)C2)nc1 (stereo not given)
 : 1%, 3.9%
#91 CC(=O)c1cccc(N=C2NC(=O)C(CO)(CO)S2)c1
 : -3%, -8.0%
#92 Cc1ccc(NC(=O)CS(=O)CC(=O)NCCCN(C)c2ccccc2)cc1 (stereo not given)
 : -3%, 2.6%
#93 CCCn1c(SCc2nc3ccccc3[nH]2)nc2ccccc21
 : 0%, 0.2%
#94 Cc1cccc(OCc2nnc(NC(=O)Nc3ccc(Cl)cc3)s2)c1C
 : -4%, -3.6%
#95 COc1ccc(CNCc2cccc3ccccc23)cc1OC
 : 0%, 2.4%
#96 O=C(NCc1ccc2c(c1)OCO2)c1cccc(C(=O)NCc2ccc3c(c2)OCO3)c1
 : -7%, 6.3%
#97 CC(CC(=O)Nc1nncs1)c1ccccc1 (stereo not given)
 : /, 4.1%
#98 c1ccc(-c2ccccc2-c2nc(-c3cccnc3)no2)cc1
 : -6%, -3.8%
#99 Cc1c(OC(C)C)ccc2c(-c3ccccc3)cc(=O)oc12
 : 1%, 0.5%
#100 CCc1ncc(C(O)c2cccc(OC)c2OC)n1C (stereo not given)
 : -4%&0%, 1.0%&1.7%

Grouped by structure, the compounds so far with a tert-butyl group (two)
Values run as follows: Rat MKP-3 inhibitors, Hsp70 displacement
#15 CC(C)(C)OC(=O)N1CCC(C(=O)O)CC1
 : -3%, /
#81 CCNC(=O)/C(C#N)=C/c1ccc(C(C)(C)C)cc1
 : 4%, -4.0%

Carrying on:
Values run as follows: Rat MKP-3 inhibitors, Hsp70 displacement
#101 COc1ccc(NC2=CC(=O)CC(c3ccco3)C2)cc1OC (stereo not given)
 : 0%, -0.3%
#102 CCCOc1ccc(C2NC(=O)N(C)C(C)=C2C(=O)OCC)cc1OC (stereo not given)
 : 3%, -5.7%
#103 CN1CCN(c2oc(-c3ccco3)nc2S(=O)(=O)c2ccccc2)CC1
 : -1%, -2.7%
#104 CC(C)CN(CC(C)C)C(=O)C12CCC(C)(C(=O)C1)C2(C)C (stereo not given)
 : -7%, -3.7%
#105 CCOC(=O)N1CCN(C(=O)c2cc(S(=O)(=O)N3CCCC3)cn2C)CC1
 : 10%, -1.1%
#106 CCOc1ccc(C(O)c2nccn2Cc2ccccc2)cc1 (stereo not given)
 : -5%, -6.5%
#107 Cc1cc(C(=O)CN(Cc2ccc(F)cc2)S(=O)(=O)c2ccc3c(c2)OCCO3)c(C)n1C
 : -9%, -2.0%
#108 COc1ccc(-c2cc(C(=O)Nc3ccccc3I)c3ccccc3n2)cc1
 : 1%, -0.4%

Sorted by SMILES length (ascending): 3 of the compounds above.
Values run as follows: Rat MKP-3 inhibitors, Hsp70 displacement
#101 COc1ccc(NC2=CC(=O)CC(c3ccco3)C2)cc1OC (stereo not given)
 : 0%, -0.3%
#102 CCCOc1ccc(C2NC(=O)N(C)C(C)=C2C(=O)OCC)cc1OC (stereo not given)
 : 3%, -5.7%
#103 CN1CCN(c2oc(-c3ccco3)nc2S(=O)(=O)c2ccccc2)CC1
 : -1%, -2.7%
